NPC1 promoter act: qHTS Assay for NPC1 Promoter Activators. Huh7 NPC1 promoter luciferase reporter, 24 h. Potency, µM (series often up to 9.22 µM), without a hit: at the top dose activation, most hits filed as activators. 2.4% of 320,000 active. AID 485313, 2010;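 note: % of control where 0% means no effect; nearly all actives have a fitted effect of over 60% in size; reporter is driven by a mutant NPC1 promoter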
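Compounds in DMSO were transferred onto Huh7 NPC1-luciferase reporter cells pre-incubated 2 h; after 24 h at 37 °C, Amplite reagent was dispensed and luminescence recorded 10 min later.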
MBNL1-CUG inh: qHTS Assay for Inhibitors of MBNL1-poly(CUG) RNA binding. Muscleblind-like protein 1 (Homo sapiens), Q9NR56. TR-FRET MBNL1-His/biotin-(CUG)12 binding, 665/545 ratio. Potency, µM (series often up to 57.5 µM), without a hit: top-dose activity change, negative = inhibition, usual class: inhibitors. 0.036% of 280,000 active; active = well fitted inhibition curve with a large enough effect in the signal ratio, with a control signal flat, not every such curve was filed as active; inconclusive = small, poorly fitted or top-dose-only effect, or effect the other way, or a change in a side signal; inactive = no such curve, though single readings can be large or run the other way; the % refers to the signal ratio; note: % is set by controls: 0 for no effect and ±100 for the full control effect
Target sequence (Q9NR56 whole entry, looked up): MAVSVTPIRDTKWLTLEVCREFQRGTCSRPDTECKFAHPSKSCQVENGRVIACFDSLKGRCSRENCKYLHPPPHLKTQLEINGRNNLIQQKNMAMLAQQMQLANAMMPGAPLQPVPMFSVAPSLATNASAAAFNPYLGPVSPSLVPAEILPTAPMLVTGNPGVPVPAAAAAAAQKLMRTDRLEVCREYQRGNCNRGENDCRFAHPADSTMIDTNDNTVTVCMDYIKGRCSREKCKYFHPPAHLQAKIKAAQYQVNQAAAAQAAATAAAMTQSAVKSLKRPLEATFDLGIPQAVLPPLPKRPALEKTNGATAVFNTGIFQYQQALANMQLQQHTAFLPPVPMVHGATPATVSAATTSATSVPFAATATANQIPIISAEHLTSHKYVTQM
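His-tagged MBNL1 binding to biotinylated (CUG)12 RNA was measured by TR-FRET using terbium anti-His antibody (0.055 ng/ul final) and streptavidin-XL665 (5 nM final). Compounds were titrated 92 nM to 58 uM; 60 min at room temperature.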
MLL CXXC-DNA inh: qHTS Fluorescence Polarization Assay for Inhibitors of MLL CXXC domain - DNA interaction; Histone-lysine N-methyltransferase 2A (Homo sapiens), Q03164; MLL-CXXC / FITC-HOXA9 DNA fluorescence polarization; Potency, µM (top dose mostly 115 µM), inactives show at the top dose activity change, negative = inhibition, usual class: inhibitors; 0.037% of 290,000 active; AID 2662, 2010; active = well fitted inhibition curve with a large enough effect in the polarisation, with a control signal flat, not every such curve was filed as active; inconclusive = small, poorly fitted or top-dose-only effect, or effect the other way, or a change in a side signal; inactive = no such curve, though single readings can be large or run the other way; the % refers to the polarisation
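Purified MLL-CXXC (added from a 7 uM solution) was preincubated 5 min at ambient with pinned compounds in 50 mM Tris-HCl pH 7.5, 50 mM NaCl, 1 mM DTT, 0.05% BSA. Fluorescein-labeled HOX-A9 DNA (50 nM solution) followed, 30 min, then polarization read.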
FLuc counter: qHTS profiling assay for firefly luciferase inhibitor/activator using purifed enzyme and Km concentrations of substrates (counterscreen for miR-21 project); Luciferin 4-monooxygenase (Photinus pyralis), P08659; purified FLuc, Km substrates, luminescence inhibition; Potency, µM (doses to about 57.5 µM), inactives show at the top dose activity change, negative = inhibition, most hits filed as inhibitors; 6.9% of 360,000 active; AID 588342, 2011;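 note: plate controls were vehicle for no effect and reference inhibitor for full effect; nearly all actives have a fitted effect of over 55% in size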
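Biochemical qHTS of compounds, final roughly 60 µM downward over six points, against 10 nM purified firefly luciferase using Km concentrations of substrates (10 uM D-luciferin, 10 uM ATP) in Tris acetate pH 7.5 buffer; luminescence output.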
p53 reactivator: qHTS assay for re-activators of p53 using a Luc reporter; Potency, µM (top dose mostly 92.2 µM), for inactives: top-dose activity change, positive = activation, actives largely listed as activators; 0.063% of 320,000 active; H1299 p53-A138V BP100-luciferase reporter, luminescence, 24 h; note: % of control where 0% means no effect; nearly all actives have a fitted effect of over 45% in size
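p53-null H1299 cells stably carrying temperature-sensitive p53-A138V and a BP100-luciferase reporter were pinned with compounds (4-point, 1:5 series) and held 24 hrs at 37 deg C. Luminescence was read 10 min after detection reagent.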
BRCA1 expr up: qHTS Assay to Identify Small Molecule Activators of BRCA1 Expression; MCF7-BRCA1-FFLuc reporter, luminescence, 48 h; response scale: scaled: vehicle 0%, 10 µM genistein 100%; Potency, µM (titrated, usually from 46.1 µM), without a hit: at the highest dose activation, usual class: activators; 1.1% of 380,000 active; note: nearly all actives have a fitted effect of over 80% in size; some results filed as inactive show a strong effect at the top dose
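MCF7-BRCA1-FFLuc, 2000 cells/well; 2 h attach, 37 °C/5% CO2; compound 48 h; luciferase substrate 15 min; luminescence end-point. Norm. to genistein 10 microM max activation and DMSO; concentration-response curves fitted.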
VP16 counter: VP16 counterscreen qHTS for inhibitors of ROR gamma transcriptional activity; Drosophila S2 Gal4-VP16 UAS-luciferase, luminescence, 20 h; Potency, µM (titrated, usually from 53.6 µM), inactives show at the top dose activity, negative = inhibition, actives largely listed as inhibitors; 3.5% of 310,000 active; AID 2546, 2010;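 note: Gal4-VP16 expression switched on by copper sulfate through the metallothionein promoter; % is set by controls: 0 for no effect and ±100 for the full control effect; nearly all actives have a fitted effect of over 50% in size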
Rab9 prom act: qHTS Assay for Rab9 Promoter Activators. Huh7 Rab9 promoter-luciferase reporter, luminescence, 24 h. 2.8% of 320,000 active. Potency, µM (doses to about 9.22 µM), for the others: top-dose activation, negative = inhibition, actives largely listed as activators; note: % of control where 0% means no effect; nearly all actives have a fitted effect of over 60% in size
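Huh7 reporter line, Rab9 promoter upstream of luciferase. Compound exposure 24 h at 37 °C in reduced-serum medium with 10% FBS. Read-out: luminescence.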
RORgamma inh: qHTS for inhibitors of ROR gamma transcriptional activity; Nuclear receptor ROR-gamma (Mus musculus), P51450; Drosophila S2 Gal4-RORgamma UAS-luciferase reporter, 20 h; Potency, µM (series often up to 53.6 µM), without a hit: at the highest dose activity change, negative = inhibition, hits mostly inhibitors; 5.4% of 310,000 active; AID 2551, 2010; note: % is set by controls: 0 for no effect and ±100 for the full control effect; nearly all actives have a fitted effect of over 60% in size
Target sequence (P51450 whole entry, looked up, the tested form may be a part): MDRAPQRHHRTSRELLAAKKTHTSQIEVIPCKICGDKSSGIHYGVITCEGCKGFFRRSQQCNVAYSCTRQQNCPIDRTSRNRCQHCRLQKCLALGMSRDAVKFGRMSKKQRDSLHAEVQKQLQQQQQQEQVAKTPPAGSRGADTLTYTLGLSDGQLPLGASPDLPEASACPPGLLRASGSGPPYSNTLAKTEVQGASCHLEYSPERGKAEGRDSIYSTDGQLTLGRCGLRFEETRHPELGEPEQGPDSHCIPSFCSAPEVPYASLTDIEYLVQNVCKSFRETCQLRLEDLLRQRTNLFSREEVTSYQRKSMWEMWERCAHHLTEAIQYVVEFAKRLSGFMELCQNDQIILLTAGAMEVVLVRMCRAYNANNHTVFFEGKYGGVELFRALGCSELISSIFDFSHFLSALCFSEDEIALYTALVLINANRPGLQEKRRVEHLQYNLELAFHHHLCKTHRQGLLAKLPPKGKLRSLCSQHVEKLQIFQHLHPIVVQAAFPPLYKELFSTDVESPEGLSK
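Stable Schneider cell line, Gal4 DNA-binding domain fused to ROR gamma, UAS-luciferase. Cmpd 1 hr RT → CuSO4 700 uM final → 20 hr RT → luciferase reagent 10 min → luminescence.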
uPA surface inh: qHTS for Inhibitors of Cell Surface uPA Generation; 0.31% of 330,000 active; Potency, µM (top dose mostly 38.3 µM), for inactives: top-dose activity change, negative = inhibition, usual class: inhibitors; cell surface uPA generation assay, qHTS; active = well fitted inhibition curve with a large enough effect; inconclusive = small, poorly fitted or top-dose-only effect; inactive = no such curve, though single readings can be large or run the other way; tested in mouse RAW 264.7 cells; note: % is set by controls: 0 for no effect and ±100 for the full control effect; nearly all actives have a fitted effect of over 55% in size
ELG1 genotox: qHTS screen for small molecules that induce genotoxicity in human embryonic kidney (HEK293T) cells expressing luciferase-tagged ELG1 | AID 504466, 2011 | Potency, µM (series often up to 46 µM), for inactives: at the highest dose activity change, positive = activation, actives largely listed as activators | 1.3% of 330,000 active | HEK293T ELG1-luciferase reporter, luminescence, 16 h; note: % of control where 0% means no effect; nearly all actives have a fitted effect of over 60% in size
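Luminescence read-out: rising ELG1-luciferase signal, reflecting elevated ELG1 protein under genetic stress, flags genotoxic compounds. Cells were treated for 16 hr at 37 °C before ONE-Glo detection.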
Active calls of the source: *; ? = inconclusive; · = no result given; & = joins results of further samples; [ ] = remark or other dose. Unless noted, calls come from the whole dose curve; as a rule, active = well fitted curve in the direction sought with a large enough effect; inconclusive = small, poorly fitted or top-dose-only effect, or another doubt; inactive = no such curve, though single readings can be large; an effect the other way counts as inactive or inconclusive. Potency is the fitted concentration of half-maximal effect.

entry	structure	NPC1 promoter act	MBNL1-CUG inh	MLL CXXC-DNA inh	FLuc counter	p53 reactivator	BRCA1 expr up	VP16 counter	Rab9 prom act	RORgamma inh	uPA surface inh	ELG1 genotox
1	COc1ccc(C(=O)C2CCCN(C(=O)c3ccccc3C(C)=O)C2)cc1F (stereo not given)	-2%	-1%	7%	?	4%	31%	-3%	17%	37%	-3%	4%
2	Nc1nn(-c2ccccc2)nc1C(=O)OCc1ccccc1	13%	3%	-3%	15µM*	?	43%	0%	18%	16%	1%	?
3	COc1cc(-c2ccc(Nc3ccccc3C(=O)O)c(OC)c2)ccc1Nc1ccccc1C(=O)O	-2%	0%	0%	?	9%	-23%	-11%	-2%	-11%	0%	-12%
4	CCN(CC)c1nc2ccccc2[nH]c1=O	-2%	·	16%	-15%	9%	-3%	6%	-8%	30%	-3%	-1%
5	CCCCNCCOCCSc1ccc(Cl)cc1	-2%	2%	15%	1%	-5%	-47%	-15%	0%	-25%	-1%	-3%
6	COc1cc(C)ccc1OCc1cc(C(=O)NC(C)Cn2cncn2)no1 (stereo not given)	2.2µM*	6%	-12%	?	-5%	5µM*	-8%	1.6µM*	-15%	-7%	?
7	CC(O)[C@H]1CNC(=S)N1CCc1cccc(F)c1 (stereo not given in full)	-33%[inhibitor]	-5%	3%	0%	-1%	14%	-13%	-6%	0%	-9%	2%
8	O=C(N/N=C/C=C/c1cccc([N+](=O)[O-])c1)c1ccncc1	1%	?	-11%	-8%	13%	-17%	?	13%	7.1µM*	8%	0%
9	CCCCCc1c(C)[nH]c2nc3ccccc3n2c1=O	18%	-8%	7%	-7%	1%	13%	0%	20%	-25%	-4%	5%
10	Cn1cccc1/C=N\NC(=O)c1cncc(Br)c1	0%	4%	-18%	-18%	5%	2%	?	-3%	13µM*	-1%	2%
11	CC(CCN(C)C)OC(=O)c1ccc(C(C)c2ccccc2)o1 (stereo not given)	0%	-2%	2%	0%	8%	8%	3%	-5%	3%	-10%	-4%
12	CCN(C(=O)C1CC1)C1CCS(=O)(=O)C1 (stereo not given)	0%	·	·	-12%	6%	-4%	·	3%	·	2%	-6%
13	Cc1cn(C2CCC(CO)O2)c(=O)[nH]c1=O (stereo not given)	2%	-3%	0%	1%	-1%	9%	-4%&-2%	-12%	10%&-15%	5%	1%
14	O=C(N/N=C/c1ccc[nH]1)c1sc2ccccc2c1Cl	-8%	?	20%	7.6µM*	?	-64%	0.56µM*	-8%	0.32µM*	-5%	17%
15	Cc1cc(=O)[nH]c2c(C)c(N)ccc12	2%	9%	1%	0%	4%	1%	3%	5%	-15%	0%	-1%
16	COc1ccc(OC)c(S(=O)(=O)Nc2ccc(-c3ccc4nnc(C)n4n3)cc2)c1	-5%	·	·	3%	-12%	-79%[inhibitor]	·	1%	·	-9%	?
17	COc1ccc(-n2cnc3cc(N)ccc32)cc1	26%	0%	7%	?	?	123%	17%	20%	16%	-10%	?
18	COc1cccc(NC(=O)CSc2nnc(CNC(=O)c3ccccc3F)o2)c1	-3%	-3%	8%	-3%	7%	-10%	-3%	3%	17%	-3%	12%
19	O=C(O)c1cccc(NC2=C(N3CCOCC3)C(=O)c3ccccc3C2=O)c1	21%	?	-2%	?	8%	?	24%	22%	33%	-1%	7%
20	CCCc1c(C(=O)NNc2ccccc2OC)cnn1-c1ccccc1	15%	·	-3%	-8%	8%	66%	0%	11%	10%	1%	4%

Reprinted from the part before: 3 compounds; new compounds follow.
item | structure | NPC1 promoter act | MBNL1-CUG inh | MLL CXXC-DNA inh | FLuc counter | p53 reactivator | BRCA1 expr up | VP16 counter | Rab9 prom act | RORgamma inh | uPA surface inh | ELG1 genotox
18 | COc1cccc(NC(=O)CSc2nnc(CNC(=O)c3ccccc3F)o2)c1 | -3% | -3% | 8% | -3% | 7% | -10% | -3% | 3% | 17% | -3% | 12%
19 | O=C(O)c1cccc(NC2=C(N3CCOCC3)C(=O)c3ccccc3C2=O)c1 | 21% | ? | -2% | ? | 8% | ? | 24% | 22% | 33% | -1% | 7%
20 | CCCc1c(C(=O)NNc2ccccc2OC)cnn1-c1ccccc1 | 15% | · | -3% | -8% | 8% | 66% | 0% | 11% | 10% | 1% | 4%
21 | CCOc1ccc(CO[C@@H]2O[C@H](CO)[C@@H](O)[C@H](O)[C@H]2NC(C)=O)cc1OC | 1% | -1% | 3% | 2% | 6% | -11% | -11% | 1% | 9% | 7% | 1%
22 | Cc1ccc2nc3c(cc(C(=O)NCC4CCCO4)c(=N)n3CC3CCCO3)c(=O)n2c1 (stereo not given) | -18% | ? | 8% | -3% | 2% | -2% | 1% | -1% | -29% | -1% | 0%
23 | COc1cccc(/C=N/NC(=O)c2ccoc2C)c1O | 8% | 4% | 16% | 8.5µM* | ? | -40% | 0.5µM* | -1% | 0.063µM* | -2% | 21µM*
24 | C[C@@H]1C=C(C(=O)NCc2nc3ccccc3[nH]2)O[C@H](OCc2ccc(CO)cc2)C1 | -7% | -2% | 2% | -16% | -1% | 0% | 13% | 2% | 37% | 6% | -3%
25 | O=C(OCc1ccc(F)cc1Cl)c1ccccn1 | -1% | -5% | -4% | ? | 25% | 1% | -3% | -2% | -2% | 4% | -7%
26 | CCOc1ccc(C(=O)CCC(=O)N(CC)CC(=O)NCc2cccs2)cc1 | 12% | · | · | ? | -4% | 55% | · | 25% | · | 2% | ?
27 | O=C(CN1C(=O)/C(=C/c2ccc(F)cc2)SC1=S)N1CCN(CCc2ccccn2)CC1 | -3% | ? | 8% | -25% | 10% | -33% | ? | -5% | -17% | ? | -21%
28 | O=C(COC(=O)CC1CC2CCC1C2)NC(=O)NC1CCCC1 (stereo not given) | -10% | -3% | -10% | 5% | 0% | -5% | 1% | 0% | -16% | · | -1%
29 | COc1ccc([C@@H](C)NC(=O)c2ccc3oc(C(C)C)nc3c2)cc1 | ? | -6% | 25% | 17µM* | ? | ? | ? | ? | 5% | 2% | 3%[9.26 µM]
30 | Cc1ccc(S(=O)(=O)N(C)c2ccccc2C(=O)N2CCCC2)cc1 | 0% | -2% | ? | -3% | -12% | 0% | -1% | 9% | -25% | -5% | -1%
31 | Cc1ccc(C)c(NC(=O)c2ccc(S(=O)(=O)C(F)F)cc2)c1 | 0% | -5% | 0% | -13% | 5% | 40% | ? | 0% | ? | 0% | 2%
32 | Cc1ccccc1NC(=O)Cn1cnc2c(oc3ccccc32)c1=O | -1% | 2% | 28% | 0% | 3% | 9% | 0% | 0% | 6% | 2% | 0%
33 | CCOC(=O)c1[nH]c2cc3c(cc2c1CCCN1C(=O)c2ccccc2C1=O)OCCO3 | -5% | -9% | -8% | 6% | -1% | -32% | 0% | -2% | -13% | -4% | -2%
34 | O=C(CCC(=O)Nc1ccccc1)N/N=C/c1ccco1 | -1% | -8% | -26% | 3% | -7% | -11% | -9% | 3% | 7% | · | 1%
35 | c1ccc2c(c1)CC1(CCCC1)n1nnnc1-2 | -2% | 10% | -3% | 2% | -3% | -13% | 5% | -2% | 0.71µM* | · | 0%

An excerpt; count on the stated rates, not on these rows.
